Rac1 act GTP bind: modulators of GTP binding to human Rac1 activated mutant; P63000; GST-Rac1 activated beads, fluorescent GTP binding, flow cytometry; actives lie on both sides; 100% means binding = to untreated wells; percent activity (GTP binding), % at 10 µM; actives 0.11% (n = 190,000); AID 764;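 active = GTP binding at least 20 percentage points away from the 100% baseline, in either direction, so actives lie on both sides; inconclusive = Compound likely fluorescent itself, or too few beads counted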
Mcl1 Bid PPI: disrupts binding of human Mcl-1 to Bid peptide; Q07820; TR-FRET Mcl-1/Bid-Dy647 peptide binding, 1536-well; inhibition, % at 21.7 µM; actives 0.97% (n = 220,000);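 active = compounds that cut the binding signal by more than half at the single screening dose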;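 note: His-tagged Mcl-1 with europium anti-His antibody binding Bid BH3 peptide; 0% = Mcl-1 plus peptide wells and 100% = peptide-only wells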
Target sequence (Q07820 whole entry, looked up): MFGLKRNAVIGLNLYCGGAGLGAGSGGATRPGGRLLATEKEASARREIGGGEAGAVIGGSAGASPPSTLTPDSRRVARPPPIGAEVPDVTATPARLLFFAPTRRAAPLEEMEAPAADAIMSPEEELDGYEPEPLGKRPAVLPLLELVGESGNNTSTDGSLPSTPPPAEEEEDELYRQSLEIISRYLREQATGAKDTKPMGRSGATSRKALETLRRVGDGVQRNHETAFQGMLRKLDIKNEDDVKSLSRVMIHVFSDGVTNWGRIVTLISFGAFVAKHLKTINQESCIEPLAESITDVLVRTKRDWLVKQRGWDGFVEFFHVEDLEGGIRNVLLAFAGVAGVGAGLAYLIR
Mcl1 Noxa PPI: disrupts binding of human Mcl-1 to Noxa peptide; actives 1.5% (n = 220,000); TR-FRET Mcl-1/Noxa peptide binding, 2 h; inhibition, % at 21.7 µM; Q07820; AID 1022;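 active = compounds that cut the protein-peptide binding signal by more than 50% relative to plate controls in a single-dose test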;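 note: His-tagged Mcl-1 with rhodamine Noxa BH3 peptide and terbium anti-His antibody; 0% = Mcl-1 plus Noxa peptide wells and 100% = peptide-only wells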
Avidin bead fluor: compound fluoresces at 488/530 nm on avidin beads; compound fluorescence 488/530 nm, flow cytometry; stronger effect = higher value; fluorescence (KMESF) at 10 µM; actives 0.38% (n = 220,000); AID 1775; in the data active = fluorescence above about 47; note: inactives centre near 10
Pf gametocyte: P. falciparum stage V gametocyte viability inhibition; P. falciparum stage V gametocytes, ATP luminescence, 24 h; inhibition, % at 10.9 µM; actives 0.065% (n = 150,000);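 active = inhibition above the mean plus 3 SD of compounds within the control limits, set per campaign, cut at about 38% in these data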;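 note: 0% = DMSO wells and 100% = medium only without gametocytes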
Rab7 wt modul: modulators of GTP binding to dog Rab7 wildtype GTPase; GST-Rab7 beads, fluorescent GTP binding, flow cytometry; actives lie on both sides; untreated = 100%, excess cold GTP = 0%; GTP binding activity (percent of control), % at 10 µM; actives 0.055% (n = 190,000); AID 758;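 active = fluorescent GTP binding to Rab7 beads changed by at least 20 points from the 100% baseline, either direction, mostly lower; inconclusive = compound itself probably fluorescent, or too few beads counted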;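 note: median green fluorescence of bound Bodipy-FL-GTP per Rab7 bead population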
GSH bead fluor: compound fluoresces at 488/530 nm on GSH beads; actives 0.25% (n = 190,000); GSH beads flow cytometry, compound fluorescence 488/530 nm; stronger effect = higher value; AID 1776; fluorescence (KMESF) at 10 µM; in the data active = fluorescence above about 89;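 note: glutathione beads carrying GST-tagged Bcl family fusion proteins plus one bare bead set; values are compound well signal with DMSO vehicle wells as background; inactives centre near 16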
HRas wt GTP: modulators of GTP binding to human HRas wildtype. P01112. GST-Ras wt beads, Bodipy-FL-GTP binding, flow cytometry; actives lie on both sides. GTP binding activity, % at 10 µM. actives 0.14% (n = 190,000). AID 759;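 active = GTP binding activity at least 20% away from the 100% baseline, either lowered as inhibitor or raised as activator; inconclusive = flagged as likely green fluorescent, judged across all proteins in the well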;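 note: 0% = unlabeled GTP competition control and 100% = no-compound control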
Target sequence (P01112 whole entry, looked up): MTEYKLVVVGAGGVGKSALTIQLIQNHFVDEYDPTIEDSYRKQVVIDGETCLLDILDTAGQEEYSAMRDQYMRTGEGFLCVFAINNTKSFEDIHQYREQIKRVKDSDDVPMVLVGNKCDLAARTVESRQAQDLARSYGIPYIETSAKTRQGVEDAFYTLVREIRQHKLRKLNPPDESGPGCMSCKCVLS
Cdc42 wt GTP: changes GTP binding to wildtype human Cdc42; P60953; GST-Cdc42 beads, Bodipy-GTP binding, flow cytometry; actives lie on both sides; percent activity (GTP binding), % at 10 µM; actives 0.2% (n = 190,000); AID 761;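 active = percent activity GTP binding at least 20 points away from the 100% baseline, either down as inhibitor or up as activator; inconclusive = compound flagged as likely green fluorescent from well-wide comparison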;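 note: median bead fluorescence of bound Bodipy-FL-GTP at 100 nM; 0% = excess unlabeled GTP control and 100% = no compound control; below 100% means less GTP binding so inhibitor and above means activator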
Target sequence (P60953 whole entry, looked up): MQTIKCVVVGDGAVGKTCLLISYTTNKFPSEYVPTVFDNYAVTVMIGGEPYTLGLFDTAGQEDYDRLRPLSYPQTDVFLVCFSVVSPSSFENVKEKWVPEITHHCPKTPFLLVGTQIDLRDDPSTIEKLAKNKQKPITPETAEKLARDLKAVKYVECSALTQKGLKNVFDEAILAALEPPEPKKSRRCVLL
Rab2A wt mod: changes GTP binding to wildtype dog Rab2A, up or down; P61105; GST-Rab2 wt beads, Bodipy-GTP binding, flow cytometry; GTP binding activity, % at 10 µM; actives 0.19% (n = 190,000);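 active = GTP binding activity at least 20 points away from 100%, either lowered or raised; inconclusive = signal likely due to the compound's own green fluorescence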;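 note: 0% = beads with excess unlabeled GTP and 100% = no-compound control corrected for plate trend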
Rac1 wt modul: modulators of human Rac1 wildtype GTP binding. P63000. GST-Rac1 beads, fluorescent GTP binding, flow cytometry; actives lie on both sides; 0 = cold GTP competed, 100 = untreated. GTP binding activity (% of control), % at 10 µM. actives 0.27% (n = 190,000). AID 757;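 active = GTP binding activity at least 20 points away from the 100% control level, either lower or higher; inconclusive = compound flagged as likely green fluorescent, judged across all proteins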
* marks the source's active call; other numbers are inactive results; ? = inconclusive; . = not tested or not shown. The order is random; overall some 3% were active at least once.

SMILES | Rac1 act GTP bind | Mcl1 Bid PPI | Mcl1 Noxa PPI | Avidin bead fluor | Pf gametocyte | Rab7 wt modul | GSH bead fluor | HRas wt GTP | Cdc42 wt GTP | Rab2A wt mod | Rac1 wt modul
CC(C)OC(=O)CSc1nnc(Cc2ccccc2)n1C | 97 | -12 | -7 | 8 | 10 | 95 | 56 | 98 | 100 | 96 | 98
CC1CCCC(NC(=O)CN(C)S(=O)(=O)c2cccc3cccnc23)C1C (stereo not given) | 98 | -11 | 16 | 6 | . | 101 | 25 | 99 | 100 | 98 | 99
COc1ccc(OCCn2c(C)c(/C=N/n3cnnc3)c3ccccc32)cc1 | 100 | -3 | -4 | 6 | . | 101 | 23 | 101 | 103 | 100 | 103
CCOc1ncccc1C(=O)OCC(=O)Nc1c(C)cc(C)cc1C | 102 | 7 | -9 | 38 | -1 | 104 | 19 | 102 | 104 | 104 | 104
CC(C)/C=N/NC(=O)c1cc(Br)ccc1O | 96 | -30 | -4 | 2 | 3 | 94 | 9 | 95 | 100 | 96 | 100
CCOC(=O)c1ccccc1NC(=O)Cc1ccccc1OC | 97 | -5 | -1 | 4 | 25 | 97 | 29 | 100 | 99 | 100 | 107
O=C1CCc2cc(S(=O)(=O)N3CCC(C(=O)Nc4nccs4)CC3)ccc2N1 | 98 | -15 | -17 | 6 | . | 102 | 12 | 103 | 104 | 104 | 105
COc1ccccc1C(=O)NCCN1CCN(C(=O)c2ccccc2OC)CC1 | 99 | -16 | 4 | 11 | . | 98 | 30 | 102 | 102 | 99 | 102
Cc1ccccc1-c1noc(-c2ccc(O)cc2)n1 | 100 | -1 | 5 | 17 | . | 101 | 27 | 103 | 105 | 101 | 104
CC(=O)N1C(=O)/C(=C2\SC(=S)N(NC(=O)c3ccc(O)cc3)C2=O)c2ccccc21 | ? | -25 | 94* | 23 | 0 | ? | 18 | ? | ? | ? | ?
Cc1ccc(/C=N/n2c(C3CCCCC3)n[nH]c2=S)s1 | 102 | -55 | 21 | 11 | -21 | 99 | 21 | 102 | 101 | 99 | 100
O=S(=O)(c1ccc(-c2cn3ccccc3n2)cc1)N1CCOCC1 | 100 | -17 | 10 | 13 | -5 | 99 | 8 | 99 | 99 | 98 | 99
CC(C)Oc1ccc(Cc2cnc(=S)[nH]c2N)cc1 | 101 | -52 | 7 | 10 | -3 | 100 | 23 | 101 | 98 | 101 | 101
C=CCN(C(=O)c1ccccc1)c1ccc(OC)cc1 | 99 | -9 | -9 | 25 | . | 95 | 29 | 101 | 102 | 102 | 104
O=C(c1ccc(F)cc1)c1c[nH]c(C(=O)NCc2ccco2)c1 | 99 | -11 | 11 | 7 | 5 | 99 | 35 | 101 | 101 | 101 | 103
O=C1c2ccccc2C(=O)N1CCCn1nnc(-c2ccc(N3CCOCC3)cc2)n1 | 98 | -22 | -14 | 12 | . | 98 | 30 | 99 | 101 | 97 | 107
O=C(c1ccccc1Sc1ccccc1[N+](=O)[O-])N1CCCCC1 | 94 | -33 | 3 | 7 | -3 | 100 | 16 | 96 | 91 | 98 | 96
CC(=O)c1cccc(NC(=O)Nc2cccnc2)c1 | 98 | -1 | 2 | 8 | 6 | 100 | 18 | 100 | 103 | 100 | 104
Cc1ccc(CCNC(=O)C2CCCN(S(=O)(=O)c3cccc4nsnc34)C2)cc1 (stereo not given) | 96 | -8 | 13 | 8 | . | 102 | 12 | 99 | 96 | 97 | 100
O=[N+]([O-])c1ccc(Cl)c(/C=N/n2c(-c3cccnc3)n[nH]c2=S)c1 | ? | -36 | 58* | 3 | . | ? | 5 | ? | ? | ? | ?
COc1cccc(NC(=S)Nc2cc(C(=O)O)ccc2N2CC3CC(C2)c2cccc(=O)n2C3)c1 (stereo not given) | 96 | -33 | -4 | 10 | -10 | 105 | 12 | 99 | 98 | 101 | 102
COC(=O)CNC(=O)CSc1nc(N)cc(=O)[nH]1 | 101 | -12 | 5 | 9 | -48 | 106 | 10 | 105 | 105 | 105 | 110
COC(=O)C1C(=O)c2c(C)noc2CC1(C)C (stereo not given) | 96 | -4 | 1 | 10 | . | 95 | 12 | 97 | 99 | 98 | 99
Cc1ccsc1/C=c1\sc2ncnn2c1=O | 99 | -8 | 4 | 19 | 0 | 97 | 18 | 100 | 100 | 102 | 107
CC(=O)NCCC(=O)N1CCCC(CNC(=O)c2ccc(-c3ccccc3)cc2)C1 (stereo not given) | 97 | -4 | 6 | 10 | . | 95 | 9 | 96 | 96 | 96 | 97
Cc1ccc(S(N)(=O)=O)c(C)c1-n1cnnn1 | 98 | 2 | 5 | 7 | 9 | 94 | 15 | 96 | 98 | 96 | 99
CCCCNC1=C(Br)C(=O)CC(C)(C)C1 | 102 | -8 | 1 | 6 | 4 | 99 | 5 | 102 | 102 | 101 | 108
CC(C)(C)n1nnnc1C(c1ccncc1)N(Cc1ccccc1)Cc1ccco1 (stereo not given) | 99 | -14 | 12 | 35 | . | 100 | 54 | 101 | 103 | 101 | 104
CCCC(=O)NCCc1nc2cc([N+](=O)[O-])ccc2n1C | 100 | 2 | 0 | 10 | 4 | 99 | 16 | 100 | 99 | 98 | 100
COc1ccccc1-n1cc(CN2CCCC(CO)(Cc3cccc(Cl)c3)C2)cn1 (stereo not given) | 100 | -9 | -17 | 10 | 1 | 96 | 11 | 99 | 102 | 99 | 103
CCOC(=O)CCCNC(=O)COC(=O)c1cc(C)cc(C)c1 | 97 | -5 | 5 | 37 | -2 | 102 | 26 | 102 | 99 | 98 | 103
C=CCSc1nccc(-c2nn(-c3ccc(C)cc3)ccc2=O)n1 | 99 | -33 | -1 | 21 | -60 | 98 | 20 | 98 | 98 | 97 | 102
Cc1cc(C)nc(SCC(=O)Nc2ccnc3ccccc23)n1 | 95 | -17 | 6 | 10 | -4 | 104 | 13 | 98 | 95 | 100 | 98
CCC(=O)N1CCN(c2nc(C)nc3sc(C)c(C)c23)CC1 | 100 | -11 | 5 | 7 | -8 | 100 | 40 | 99 | 102 | 99 | 103
NC1=NC(=O)C(Cc2cc(Cl)ccc2Cl)S1 (stereo not given) | 100 | -18 | 0 | 31 | . | 99 | 8 | 100 | 100 | 98 | 101
NC(=O)C1CC(=O)N(c2ccc(OCc3c(Cl)cccc3Cl)cc2)C1 (stereo not given) | 91 | -11 | 16 | 11 | -15 | 99 | 10 | 97 | 97 | 94 | 94
CCOC(=O)c1c(NC(C)=O)no[n+]1[O-] | 97 | 3 | 9 | 22 | . | 100 | 19 | 98 | 100 | 101 | 100
COc1ccc(OCC(Cn2cnc3ccccc32)OC(C)=O)cc1 (stereo not given) | 95 | -9 | 34 | 7 | 23 | 96 | 14 | 93 | 93 | 93 | 93
OCC(CO)(CO)N=Cc1cc(Br)ccc1O | 98 | -11 | 16 | 5 | . | 98 | 42 | 97 | 97 | 96 | 99
COc1ccc(-n2nc3cc(C)c(NC(=S)NC(=O)c4ccccc4C)cc3n2)cc1 | 101 | -2 | 4 | 10 | . | 93 | 21 | 102 | 101 | 103 | 102
CCn1c(SCC(=O)n2nc(C)cc2C)nnc1-c1ccc2c(c1)OCO2 | 96 | -6 | 10 | 22 | 1 | 104 | 13 | 100 | 100 | 99 | 102
CCN(CC)C(=O)CCCc1c[nH]c2ccccc12 | 99 | -58 | 16 | 10 | 8 | 100 | 24 | 98 | 100 | 101 | 99
Cn1c(=O)c2c(nc(OCc3ccc4c(c3)OCO4)n2Cc2ccccc2Cl)n(C)c1=O | 91 | 51* | 3 | 12 | . | 95 | 35 | 99 | 96 | 96 | 96
Cc1ccc(N2CC(C(=O)NCc3cccs3)CC2=O)cc1 (stereo not given) | 97 | -15 | 3 | 15 | -23 | 97 | 8 | 97 | 95 | 95 | 94
CC(C)n1cc(CN2CCCC(CO)(Cc3cccc(Cl)c3)C2)cn1 (stereo not given) | 92 | -21 | -1 | 0 | 6 | 102 | 12 | 95 | 93 | 99 | 91
Oc1oc(-c2ccccc2)nc1/C=N/c1ccccn1 | 97 | -53 | 2 | 12 | 13 | 97 | 13 | 96 | 98 | 96 | 97
Cc1ccc(S(=O)(=O)N2CCN(c3ccc(S(=O)(=O)N4CCOCC4)cn3)CC2)cc1 | 96 | -1 | -29 | 8 | 2 | 90 | 24 | 91 | 97 | 92 | 96
COc1ncccc1C(=O)N1CCCC(C(=O)c2cccc(OC(C)C)c2)C1 (stereo not given) | 96 | -33 | 10 | 11 | 2 | 105 | 12 | 100 | 98 | 99 | 101

Molecules shown so far that contain two or more sulfur atoms:
SMILES | Rac1 act GTP bind | Mcl1 Bid PPI | Mcl1 Noxa PPI | Avidin bead fluor | Pf gametocyte | Rab7 wt modul | GSH bead fluor | HRas wt GTP | Cdc42 wt GTP | Rab2A wt mod | Rac1 wt modul
O=C1CCc2cc(S(=O)(=O)N3CCC(C(=O)Nc4nccs4)CC3)ccc2N1 | 98 | -15 | -17 | 6 | . | 102 | 12 | 103 | 104 | 104 | 105
CC(=O)N1C(=O)/C(=C2\SC(=S)N(NC(=O)c3ccc(O)cc3)C2=O)c2ccccc21 | ? | -25 | 94* | 23 | 0 | ? | 18 | ? | ? | ? | ?
Cc1ccc(/C=N/n2c(C3CCCCC3)n[nH]c2=S)s1 | 102 | -55 | 21 | 11 | -21 | 99 | 21 | 102 | 101 | 99 | 100
Cc1ccc(CCNC(=O)C2CCCN(S(=O)(=O)c3cccc4nsnc34)C2)cc1 (stereo not given) | 96 | -8 | 13 | 8 | . | 102 | 12 | 99 | 96 | 97 | 100
Cc1ccsc1/C=c1\sc2ncnn2c1=O | 99 | -8 | 4 | 19 | 0 | 97 | 18 | 100 | 100 | 102 | 107
Cc1ccc(S(=O)(=O)N2CCN(c3ccc(S(=O)(=O)N4CCOCC4)cn3)CC2)cc1 | 96 | -1 | -29 | 8 | 2 | 90 | 24 | 91 | 97 | 92 | 96
